FLuc act counter: firefly luciferase counter-screen for stimulation assays; P08659; ATPlite luciferase biochemical, luminescence, 10 min; 0 = ATP-free wells, 1 = DMSO control; activation factor at 10 µM; 200,000 tested, under 10 active;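 active = luciferase activation factor, scaled between plate controls, of at least 2 with compound at 10 µM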
Target sequence (P08659 whole entry, looked up): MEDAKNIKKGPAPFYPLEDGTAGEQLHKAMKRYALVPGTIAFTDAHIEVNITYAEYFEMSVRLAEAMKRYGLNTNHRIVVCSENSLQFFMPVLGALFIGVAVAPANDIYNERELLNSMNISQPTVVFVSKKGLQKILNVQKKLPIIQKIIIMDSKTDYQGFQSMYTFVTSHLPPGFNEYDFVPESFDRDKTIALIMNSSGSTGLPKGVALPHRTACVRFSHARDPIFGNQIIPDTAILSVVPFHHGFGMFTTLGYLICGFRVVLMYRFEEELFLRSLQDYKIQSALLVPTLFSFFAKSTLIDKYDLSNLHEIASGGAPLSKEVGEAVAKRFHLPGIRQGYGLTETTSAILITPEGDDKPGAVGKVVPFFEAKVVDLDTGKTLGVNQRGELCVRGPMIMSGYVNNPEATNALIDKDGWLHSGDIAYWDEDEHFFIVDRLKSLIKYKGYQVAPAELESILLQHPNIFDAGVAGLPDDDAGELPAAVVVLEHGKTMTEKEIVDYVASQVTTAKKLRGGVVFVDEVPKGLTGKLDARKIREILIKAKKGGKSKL
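test system = cell-free luciferase reagent | medium = PBS as buffer for the ATP substrate | dosing = test compounds dosed from 2 mM stocks in 100% DMSO | incubation = 10 min at ambient temperature | detection = luminescence measurement of luciferase light output | benchmarks = low control with PBS replacing ATP, high control enzyme plus ATP without compound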
TNAP inh hi DEA: inhibitors of human TNAP at high phosphate acceptor concentration; purified TNAP, CDP-star luminescence, 1 M DEA; inhibition, % at 20 µM; 200,000 compounds, 0.03% hits; AID 1135;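 active = over 50% inhibition of tissue-nonspecific alkaline phosphatase at 20 µM in the single-dose screen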;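 note: plate controls were DMSO wells for no effect and EDTA-quenched wells as full inhibition for full effect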
Target sequence (P05186 whole entry, looked up): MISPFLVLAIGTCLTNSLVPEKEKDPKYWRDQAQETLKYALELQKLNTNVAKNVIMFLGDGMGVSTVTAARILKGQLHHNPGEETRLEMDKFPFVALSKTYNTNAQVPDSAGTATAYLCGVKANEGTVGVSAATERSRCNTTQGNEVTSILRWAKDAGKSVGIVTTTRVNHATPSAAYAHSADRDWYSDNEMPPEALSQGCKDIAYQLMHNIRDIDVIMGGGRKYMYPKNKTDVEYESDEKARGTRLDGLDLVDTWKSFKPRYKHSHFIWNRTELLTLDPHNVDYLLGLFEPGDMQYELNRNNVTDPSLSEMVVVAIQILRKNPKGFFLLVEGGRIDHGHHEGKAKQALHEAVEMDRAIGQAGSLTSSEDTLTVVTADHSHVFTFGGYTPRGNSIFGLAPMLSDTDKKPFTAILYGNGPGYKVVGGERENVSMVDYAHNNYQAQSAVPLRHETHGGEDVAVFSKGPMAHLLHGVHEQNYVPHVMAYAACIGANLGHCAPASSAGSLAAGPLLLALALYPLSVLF
bIAP act: intestinal alkaline phosphatase (bovine) activation; activation factor at 20 µM; purified bovine IAP, CDP-star luminescence, 30 min; active compounds read high; fold of DMSO-control signal, blank-subtracted; 200,000 compounds, 0.17% hits;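 active = activation factor of 2 or more at 20 µM, a signal rise over negative controls twice the positive control's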
FLuc inhib CS: inhibits firefly luciferase, flagging false hits in luciferase inhibition screens; P08659; ATPLite firefly luciferase biochemical luminescence, 10 min; inhibition, % at 10 µM; 200,000 compounds, 1.5% hits;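 active = inhibition above about 50% when tested at 10 µM, limit read from the data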
APP 5'UTR act: activates APP 5'UTR luciferase reporter; SH-SY5Y APP 5'UTR luciferase reporter, luminescence; zero percent = DMSO vehicle wells; activation, % at 2 µM; 190,000 compounds, 1% hits; AID 1276;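 active = activation above a set limit, based on mean plus 3 SD of controls, cut at about 140% in these data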; note: values of inactives mirror those of a sister screen read the other way
PMI act satM6P: PMI (human) activation, high substrate | P34949 | coupled PMI enzyme assay, resazurin fluorescence, 20 min; active compounds read high; 1 = untreated enzyme, 0 = substrate-free blank | activation factor at 20 µM | 190,000 compounds, 0.34% hits | AID 1216;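 active = activation factor of 2 or more at 20 µM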
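Test system – human PMI in coupled enzyme assay · Timing – 20 min incubation at room temperature · Detection – Diaphorase-driven resazurin-to-resorufin fluorescence, excitation 544, emission 590 nm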
PMI act: activators of human phosphomannose isomerase | P34949 | purified human PMI, coupled resazurin fluorescence, 20 min; active compounds read high; 1 = vehicle control, 0 substrate-free wells | activation factor at 20 µM | 190,000 compounds, 0.005% hits;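 active = activation factor of 2 or more at 20 µM, relative to plate controls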
TNAP inh noacc: blocks human TNAP activity with no phosphate acceptor present | P05186 | purified TNAP, CDP-star luminescence, 30 min | inhibition, % at 20 µM | 200,000 compounds, 0.26% hits | AID 1012;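 active = tissue-nonspecific alkaline phosphatase inhibition above about 50% at 20 µM in the single-dose screen, limit read from the data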;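 note: 0% = DMSO negative control and 100% = EDTA positive control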
TNAP act hi DEA: activators of human TNAP at high phosphate acceptor concentration; purified TNAP, CDP-star luminescence, 1 M DEA, 30 min; active compounds read high; 0 = EDTA background, 1 = DMSO-only activity; 200,000 tested, under 10 active; AID 1136; P05186; activation factor at 20 µM;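 active = activation factor at least 2 at 20 µM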
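Control set: EDTA negative control, DMSO positive control / Assay system: human TNAP / Quantity: TNAP 1/800 final / Evaluation: TNAP activation factor scaled between EDTA and DMSO control wells / Measured by: luminescent substrate turnover signal / Compound dosing: one dose, 20 µM / Times: 30 min enzyme reaction at room temperature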
NF-kB expr up: compounds increasing NF-kB expression in human neuronal cells. fold change at 12.5 µM. 190,000 compounds, 1.6% hits. AID 1239. NF-kB reporter expression; active compounds read high; in the data active = fold change above about 3.3
Active calls of the source: *; . = not tested or not shown.

SMILES	FLuc act counter	TNAP inh hi DEA	bIAP act	FLuc inhib CS	APP 5'UTR act	PMI act satM6P	PMI act	TNAP inh noacc	TNAP act hi DEA	NF-kB expr up
COc1ccc(CCNC(=O)CSc2ccsc2[N+](=O)[O-])cc1OC	1.1	2	0.7	-8	-1	1	1	-4	1	1.4
Cc1ccc(-n2c(SCC(=O)NCc3ccco3)nc3c([nH]c4ccccc43)c2=O)cc1	1	-3	0.9	0	20	1.1	1	-10	1	1.4
O=C(C1CCN(S(=O)(=O)c2cnc[nH]2)CC1)N1CCN(Cc2ccc3c(c2)OCO3)CC1	1	-2	1.2	-2	-1	1	0.9	-5	1	0.98
CSCCC(NC(C)=O)C(=O)OCC(=O)N(c1ccccc1)c1ccccc1 (stereo not drawn)	1	-2	1.1	-3	-11	1	1.1	-13	1	1.1
C(#Cc1ccccc1)C[N+]1(CC#Cc2ccccc2)CCCC1	1	-5	1	-4	8	0.9	1	-11	1	0.75
Cc1cc(C(=O)N/N=C/c2ccc[nH]2)n[nH]1	1	-3	1	3	-5	0.8	1	-34	1	4.4*
COc1ccccc1CNC(=O)CSCc1cnn(-c2ccccc2)c1-n1cccc1	1.1	-9	3.6*	-7	12	1	1	-27	1.1	0.81
CN1/C(=C\C(=S)NC(=O)c2ccccc2Cl)C(C)(C)c2ccccc21	1.1	19	1.1	-5	21	1	0.9	27	0.8	0.88
CC(C)C(=O)Nc1ccc(NC(=O)c2cccnc2)cn1	1	-1	1.1	-3	-8	1	0.9	-7	1	0.96
Cc1c(NC(=O)CSc2nnnn2Cc2ccccc2)c(=O)n(-c2ccccc2)n1C	1.1	0	1	-6	3	1	0.9	-7	1	1.1
O=C(/C=C/c1cccc([N+](=O)[O-])c1)NC1CC2CCC1C2 (stereo not drawn)	1	2	0.9	3	-17	1	1	-12	1	0.81
CCCCc1ccc(-c2ccc(C)cc2O)nc1	0.2	-9	0.7	75*	203*	1	1.1	5	1.1	7.2*
O=C1C(=Cc2cccn2-c2ccccc2)C(=O)c2ccccc21	1	10	0.9	2	1	1	0.8	10	0.9	1.3
COc1ccc(N2CCN(C(C)C(=O)N3CC(C)OC(C)C3)CC2)cc1 (stereo not drawn)	1	0	1	-5	2	0.9	1.1	6	1	1.4
Nn1c(SCC(=O)NC2CCCCC2)nnc1-c1ccc(Cl)cc1	1	2	0.3	-4	-7	1	0.9	-4	1	1.4
O=C(/C=C/c1ccco1)NCc1ccc(F)cc1	1	-8	1	0	7	0.9	1.1	1	1.1	1.1
CCOC(=O)C(C(=O)OCC)C(C)(C)/C(C)=N\Nc1ccc([N+](=O)[O-])cc1[N+](=O)[O-]	1	10	0.8	1	-5	1	1	19	0.9	0.92
Cc1nn(-c2ccccc2)c(-c2ccccc2)c1C(=O)O	1.1	-4	1	-6	9	1	1	-10	1	1.2
CCC(C)S(=O)(=O)c1snnc1C (stereo not drawn)	1.1	0	0.9	-6	-11	1	1	-14	1	1.1
O=C(CN(Cc1cccs1)C(=O)CSc1nnc(COc2ccccc2)o1)NC1CCCCC1	1.1	-4	0.9	-7	2	1	1	-11	1	1.2
COc1cccc(NS(=O)(=O)c2ccc3[nH]cc(C(=O)NCCN4CCOCC4)c(=O)c3c2)c1	1.1	-5	1	-7	.	1	0.9	-10	1	1.1
CCCCOc1ccc(Cc2c(COCC)[nH]c(=S)[nH]c2=O)cc1	1	-1	0.9	-1	37	1	1	-4	1	1.2
O=C(CN1CCN(S(=O)(=O)c2ccccc2[N+](=O)[O-])CC1)NC(=O)NCc1ccco1	1	0	1	-3	-15	1	1	-10	1	0.93
Cc1cc(CN(C)C(=O)CC2C(=O)NCCN2CC(c2ccccc2)c2ccccc2)on1 (stereo not drawn)	1	-3	1.1	-4	20	.	.	-9	1	1.2
Cn1cc(CN2CCCCC2c2ccccn2)c(-c2ccc3c(c2)OCCO3)n1 (stereo not drawn)	1.1	-6	0.9	-5	0	1	1	-15	1.1	1.2

A draw from above in order of molecular weight, lowest first.
SMILES	FLuc act counter	TNAP inh hi DEA	bIAP act	FLuc inhib CS	APP 5'UTR act	PMI act satM6P	PMI act	TNAP inh noacc	TNAP act hi DEA	NF-kB expr up
CC(C)C(=O)Nc1ccc(NC(=O)c2cccnc2)cn1	1	-1	1.1	-3	-8	1	0.9	-7	1	0.96
Nn1c(SCC(=O)NC2CCCCC2)nnc1-c1ccc(Cl)cc1	1	2	0.3	-4	-7	1	0.9	-4	1	1.4
CCOC(=O)C(C(=O)OCC)C(C)(C)/C(C)=N\Nc1ccc([N+](=O)[O-])cc1[N+](=O)[O-]	1	10	0.8	1	-5	1	1	19	0.9	0.92

Additional records
SMILES	FLuc act counter	TNAP inh hi DEA	bIAP act	FLuc inhib CS	APP 5'UTR act	PMI act satM6P	PMI act	TNAP inh noacc	TNAP act hi DEA	NF-kB expr up
C=CCOc1ccc(/C=C/C(=O)Nc2ccc(C(=O)NC)cc2)cc1	1.1	-4	0.8	-5	6	1.2	1.1	-8	1	1.7
CCOCc1nnc(NC(=O)CSc2ccccc2)s1	1	-7	1	-1	-5	1	0.9	-16	1.1	1.1
O=C1C=C(Nc2cccc(O)c2)CC(c2ccco2)C1 (stereo not drawn)	1.1	-1	0.6	-6	6	0.9	1	-4	1	1.3
CCOC(=O)c1c(C)c(C(=O)NCCN2CCOCC2)c(C)n1CC	1	-2	1	1	11	1	1	-7	1	1.1
O=C1CC(c2ccc(Cl)cc2)CC(O)=C1C=NCc1ccc(Cl)c(Cl)c1 (stereo not drawn)	1	4	0.6	-3	-7	1	1	11	1	1.2
CCn1cc(Br)c(C(=O)N2CCN(c3ccccc3)CC2)n1	1	-1	1.1	-1	-10	1.2	1.1	-9	1	0.87
CCC(C)n1cnc2c(c1=O)c1nc3ccccc3nc1n2Cc1ccc2c(c1)OCO2 (stereo not drawn)	1	-3	1	-2	-11	0.8	0.9	-2	1	0.34
Cc1ccccc1C(=O)NNC(=O)CSc1nnc(-c2ccncc2)n1-c1ccccc1	1	4	0.9	-5	11	1	0.9	-59	1	0.94
CC(Cc1ccccc1)N/C=C1\CC(=O)NC1=O (stereo not drawn)	1.1	-4	0.9	-7	-4	1	1	-13	1	0.9
Cc1cccc(NC(=O)Cn2c(/C=C/c3ccccc3)nc3ccccc32)c1	0.7	2	0.9	26	59	0.9	1	-22	1	1.8
CN1CCOC(=O)/C1=N/Nc1cc(Cl)ccc1Cl	1	4	0.9	5	-6	1	1.2	-1	1	1.2
CCOCCN(C(=O)COC)c1cccc(OC)c1	1.1	-10	0.9	-11	-4	0.9	1	-1	1.1	0.94
O=C(O)c1cccc(N/N=C/c2sc(N3CCOCC3)nc2-c2ccccc2)c1	0.4	3	1	60*	31	2.5*	1.6	-1	1	2.3
COC(=O)/C(=N\Nc1ccc(Cl)cc1)Sc1nnc(-c2ccc(OC)cc2)n1C	1	2	0.1	-1	5	1	0.9	-16	1	1.3
CCCn1c(=O)c2ccccc2n2c(SCC(=O)Nc3cc(C)on3)nnc12	1	-3	0.9	-1	.	1	1	-11	1	.
COc1ccc(S(=O)(=O)NC(C)C)cc1C(=O)N1CCOCC1	1	6	1.1	1	19	1	1.1	-2	0.9	1.3
O=C(O)CCC(=O)Nc1ccc(N2CCCCCC2)cc1	0.9	-7	1	13	0	0.9	0.9	-4	1.1	0.83
COc1ccc(CCNC(=O)CN2CCN(S(=O)(=O)c3ccc(Cl)cc3)CC2)cc1OC	1	-3	1	0	-12	0.9	0.9	-5	1	1.1
CN(C)C=NCCn1c(N2CCOCC2)nc2c1c(=O)n(C)c(=O)n2C	1	1	0.9	-2	19	1	1	-6	1	1.1
Cc1c(CCOC(=O)c2cc([N+](=O)[O-])cc([N+](=O)[O-])c2)sc[n+]1CCCCS(=O)(=O)[O-]	1.1	-4	1.1	-10	-22	1	1.1	-1	1	1.1
CC(=O)N1CCN(c2ccc(S(=O)(=O)NCCN(C(C)C)C(C)C)cc2[N+](=O)[O-])CC1	1	7	1.1	-1	6	1	1	-7	0.9	0.96
CC(=O)c1cccc(NC(=O)Nc2c(C)nn(C)c2C)c1	1	3	1	-1	6	1.1	1	-4	1	1.2
Cc1ccc(Nc2nc(C)cs2)cc1	0.5	0	1.1	54*	199*	.	.	-3	1	0.94
O=C(O)CNC(=S)N(Cc1ccccc1Cl)C1CCCCC1	1	-1	1.2	-2	15	1.1	1	-2	1	0.86
COc1cc(CCC(=O)OCC(=O)Nc2ncc(Cl)cc2Cl)cc(OC)c1OC	1.1	-5	1	-7	7	1.1	1	-11	1.1	1

Filtered by structure: those above with a thiophene ring, fused or not
SMILES	FLuc act counter	TNAP inh hi DEA	bIAP act	FLuc inhib CS	APP 5'UTR act	PMI act satM6P	PMI act	TNAP inh noacc	TNAP act hi DEA	NF-kB expr up
COc1ccc(CCNC(=O)CSc2ccsc2[N+](=O)[O-])cc1OC	1.1	2	0.7	-8	-1	1	1	-4	1	1.4
O=C(CN(Cc1cccs1)C(=O)CSc1nnc(COc2ccccc2)o1)NC1CCCCC1	1.1	-4	0.9	-7	2	1	1	-11	1	1.2

Continued.
SMILES	FLuc act counter	TNAP inh hi DEA	bIAP act	FLuc inhib CS	APP 5'UTR act	PMI act satM6P	PMI act	TNAP inh noacc	TNAP act hi DEA	NF-kB expr up
O=C(O)C1CCCCC1C(=O)N1CC=C(c2ccccc2)CC1 (stereo not drawn)	1.1	-5	0.9	-8	6	0.9	1	-12	1.1	0.54
Cc1ccc2[nH]c(=O)c(CN(Cc3ccco3)C(=O)CN3CCCC(C)C3)cc2c1 (stereo not drawn)	1	-5	1.1	-3	9	0.9	0.9	-8	1.1	0.98
C=C1C(=O)O[C@H]2C1CC[C@@](C)(O)C13C=CC(C)(C21)C1(C3)C(=O)O[C@@H]2C3C(C)=CCC3[C@](C)(O)C[C@H](OC(C)=O)C21 (stereo partly drawn)	1	-1	0.5	-3	18	0.9	0.9	-1	1	1.3
NS(=O)(=O)c1ccc(NC(=O)CSC2=NC(=O)C(c3ccccc3)C(=O)N2)cc1 (stereo not drawn)	1.1	-5	0.9	-8	-1	1	1	-12	1.1	1
O=C(C1CCCCC1)N1CCN(c2ccccc2F)CC1	1.1	-3	1	-7	8	1	1	-3	1	1.1
CCCCc1nc2sc3c(=O)n(N)cnc3c2c2c1CCC2	1	-7	0.9	-2	7	1.1	1.1	-8	1.1	1.4
O=C(COC(=O)c1ccc(-c2nnc(-c3ccccc3)o2)cc1)c1ccccc1	1.1	-2	0.7	-8	94	1.1	0.9	-26	1	1.3
COc1ccc(C(C#N)N2CCCCC2)cc1OC (stereo not drawn)	1.1	-4	1	-8	8	1.1	1	4	1	0.96
Cc1ccc(NCc2nnc(SCC(=O)OC3CCCCC3)o2)c(C)c1	1	-2	1	-4	5	1	0.9	1	1	1
Cc1ccc(CNC(=O)c2cncc(Br)c2)cc1	1	-4	1.1	1	6	0.9	0.9	-15	1	.
O=C(CSc1nc(-c2ccco2)cc(C(F)(F)F)n1)Nc1ccc2c(c1)OCO2	1.1	-4	0.8	-7	28	1.1	1	-14	1	1.1
COc1ccc(CC(=O)Nc2cccc(SC)c2)cc1OC	1.1	-7	1.1	-5	-13	1	1.1	-17	1.1	1

Screening data: PubChem, several laboratories
